BCR signal inh = qHTS Assay to Find Inhibitors of Chronic Active B-Cell Receptor Signaling; ABC-DLBCL IkBa-CBG/CBR reporter, luminescence ratio, 4 h; Potency, µM (titrated, usually from 46.1 µM), for the others: at the highest dose ratio change, negative = lower green/red ratio, usual class: inhibitors; 0.05% of 340,000 active; active means well fitted inhibition curve with a large enough effect in the signal ratio, with a control signal flat, not every such curve was filed as active; inconclusive means small, poorly fitted or top-dose-only effect, or effect the other way, or a change in a side signal; the % refers to the signal ratio;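 further: potency means the concentration at half of the fitted maximal effect; plate controls were basal doxycycline-induced cells for no effect and cells given 10 µM MG132 for full effect; MG132 reads +100%, hits lower the ratio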
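TMD8 human ABC-DLBCL cells with doxycycline-inducible IκBα–green luciferase fusion and unfused red luciferase, in 0.5% FBS medium; compounds up to 46 uM, 4 h at 37C. Green/red luminescence ratio, filter-overlap corrected, fitted to concentration-response curves.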
ELG1 repair inh = qHTS screen for small molecules that inhibit ELG1-dependent DNA repair in human embryonic kidney (HEK293T) cells expressing luciferase-tagged ELG1; HEK293T ELG1-luciferase reporter, luminescence, 16 h; DNA damage induced by 5-fluorouridine; Potency, µM (highest dose often 46.1 µM), without a hit: at the highest dose activity change, negative = inhibition, hits mostly inhibitors; 2.3% of 330,000 active; AID 504467, 2011; further: potency means the concentration at half of the fitted maximal effect; on the % scale 0 is the no-effect control and ±100 the full control effect; nearly all actives have a fitted effect of over 55% in size
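HEK293T cells expressing luciferase-tagged ELG1 (2,000/well) received 5-Fluorouridine plus compound or DMSO for 16 hr at 37 °C. Luciferase was read by ONE-Glo luminescence after 30 min at room temperature.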
TSHR antagonist = Antagonists of the Thyroid Stimulating Hormone Receptor: HTS campaign | Thyrotropin receptor (Homo sapiens), P16473 | TSHR-expressing cells, TSH-stimulated cAMP HTRF, 2 h; active compounds read low | activity change, negative = inhibition, % at 11.5 µM | 0.2% of 330,000 active | AID 504810, 2011;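 active means activity change below a set negative limit, meaning inhibition stronger than a set level, cut at about -70% in these data; inconclusive means activity change between two set negative limits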; further: on the % scale 0 is the no-effect control and ±100 the full control effect
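Inhibition of cAMP made by TSHR-expressing cells under TSH stimulation (4nM final, EC80; 2 h, 37 deg C) is quantified with a one-step lysis HTRF kit, anti-cAMP cryptate versus cAMP-d2.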
TSG101-PTAP inh = qHTS Assay for Iinhibitors of HIV-1 Budding by Blocking the Interaction of PTAP/TSG101; Tumor susceptibility gene 101 protein (Homo sapiens), Q99816; Fluorescence polarization, FITC-PTAP peptide / Tsg101 binding; Potency, µM (series often up to 115 µM), without a hit: at the top dose activity change, negative = inhibition, most hits filed as inhibitors; 340,000 tested, under 10 active; AID 493005, 2010; active means well fitted inhibition curve with a large enough effect in the main read-out, with a control signal flat, not every such curve was filed as active; inconclusive means small, poorly fitted or top-dose-only effect, or effect the other way, or a change in a side signal; inactive means no such curve, though single readings can be large or run the other way; further: potency means the concentration at half of the fitted maximal effect; % of control where 0% means no effect
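FP read-out: FITC-PTAP peptide, 50 nM final, binding Tsg101 binding domain, 10 uM final; 20 min, r.t.; 10 mM HEPES pH 7.5, 0.15 M NaCl, 0.01% Tween 20, 3 mM EDTA, 0.1 mM TCEP.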
uPA surface inh = qHTS for Inhibitors of Cell Surface uPA Generation | cell surface uPA generation assay, qHTS | Potency, µM (highest dose often 38.3 µM), for inactives: top-dose activity change, negative = inhibition, usual class: inhibitors | 0.31% of 330,000 active; active means well fitted inhibition curve with a large enough effect; inconclusive means small, poorly fitted or top-dose-only effect; inactive means no such curve, though single readings can be large or run the other way; tested in mouse RAW 264.7 cells; further: potency means the concentration at half of the fitted maximal effect; on the % scale 0 is the no-effect control and ±100 the full control effect; nearly all actives have a fitted effect of over 55% in size
B2AR arrestin = qHTS assay of beta-arrestin-biased ligands of beta2-adrenergic receptor; beta-arrestin recruitment to beta2AR, cell-based reporter; Potency, µM (highest dose often 46.1 µM), for the others: at the highest dose activation, most hits filed as activators; 0.02% of 330,000 active;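 further: potency means the concentration at half of the fitted maximal effect; 0% = DMSO controls and full agonism = EC100 isoproterenol or metaproterenol; nearly all actives have a fitted effect of over 65% in size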
Target sequence (P07550 whole entry, looked up): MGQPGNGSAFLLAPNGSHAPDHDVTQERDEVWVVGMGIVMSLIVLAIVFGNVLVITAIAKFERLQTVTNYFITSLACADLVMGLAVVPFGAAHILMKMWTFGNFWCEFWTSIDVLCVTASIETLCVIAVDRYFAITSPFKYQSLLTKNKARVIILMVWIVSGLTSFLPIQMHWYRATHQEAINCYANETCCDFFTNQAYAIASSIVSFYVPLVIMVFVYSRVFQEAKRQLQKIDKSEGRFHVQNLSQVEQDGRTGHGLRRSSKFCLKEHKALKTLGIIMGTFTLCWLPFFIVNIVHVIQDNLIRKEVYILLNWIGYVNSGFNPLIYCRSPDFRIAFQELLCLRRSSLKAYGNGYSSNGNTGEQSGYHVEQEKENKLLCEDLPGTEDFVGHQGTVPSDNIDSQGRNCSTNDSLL
Mito fusion act = qHTS Assay for Small Molecule Inhibitors of Mitochondrial Division or Activators of Mitochondrial Fusion; S. cerevisiae fusion-defective mutant growth rescue, CellTiterGlo 48 h; Potency, µM (doses to about 46.1 µM), without a hit: top-dose growth rescue (activation), actives largely listed as activators; 0.23% of 320,000 active;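 further: potency means the concentration at half of the fitted maximal effect; % of control where 0% means no effect; nearly all actives have a fitted effect of over 45% in size; temperature-sensitive fusion mutants such as fzo1-1 at 37 °C on non-fermentable ethanol glycerol medium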
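Temperature-sensitive fusion-defective S. cerevisiae (e.g. fzo1-1, mgm1-5) were grown with compound in YPEG medium (3% ethanol, 3% glycerol) for 48 hours at 37C. Growth rescue was measured as viability by CellTiterGlo luminescence after 10 minutes at ambient.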
Tb PFK inh = qHTS Assay to Find Inhibitors of T. brucei phosphofructokinase; ATP-dependent 6-phosphofructokinase (Trypanosoma brucei brucei), O15648; T. brucei PFK, ADP-Glo luminescence; Potency, µM (doses to about 57.5 µM), inactives show at the highest dose activity, negative = inhibition, most hits filed as inhibitors; 0.17% of 330,000 active;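 further: potency means the concentration at half of the fitted maximal effect; 0% = uninhibited 1x PFK enzyme wells and -100% = no-enzyme wells; nearly all actives have a fitted effect of over 60% in size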
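1.25 nM PFK with 0.5 mM F6P and 0.1 mM ATP in 0.1 M TEA pH 8.0, 5 mM MgCl2, incubated 45 min at room temperature; ADP measured by ADP-Glo luminescence; compounds titrated up to 57 uM.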
USP2a inh = qHTS Assay for Inhibitors of Ubiquitin-specific Protease USP2a Using CHOP2 as the Reporter. Ubiquitin carboxyl-terminal hydrolase 2 (Homo sapiens), O75604. AID 463254, 2010. USP2 core, Ub-CHOP2 coupled fluorogenic reporter, 485/531. 0.01% of 330,000 active. Potency, µM (doses to about 38.3 µM), for the others: at the highest dose activity change, negative = inhibition, most hits filed as inhibitors;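 further: potency means the concentration at half of the fitted maximal effect; plate controls were DMSO wells for no effect and full inhibition by NEM control for full effect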
Target sequence (O75604 whole entry, looked up): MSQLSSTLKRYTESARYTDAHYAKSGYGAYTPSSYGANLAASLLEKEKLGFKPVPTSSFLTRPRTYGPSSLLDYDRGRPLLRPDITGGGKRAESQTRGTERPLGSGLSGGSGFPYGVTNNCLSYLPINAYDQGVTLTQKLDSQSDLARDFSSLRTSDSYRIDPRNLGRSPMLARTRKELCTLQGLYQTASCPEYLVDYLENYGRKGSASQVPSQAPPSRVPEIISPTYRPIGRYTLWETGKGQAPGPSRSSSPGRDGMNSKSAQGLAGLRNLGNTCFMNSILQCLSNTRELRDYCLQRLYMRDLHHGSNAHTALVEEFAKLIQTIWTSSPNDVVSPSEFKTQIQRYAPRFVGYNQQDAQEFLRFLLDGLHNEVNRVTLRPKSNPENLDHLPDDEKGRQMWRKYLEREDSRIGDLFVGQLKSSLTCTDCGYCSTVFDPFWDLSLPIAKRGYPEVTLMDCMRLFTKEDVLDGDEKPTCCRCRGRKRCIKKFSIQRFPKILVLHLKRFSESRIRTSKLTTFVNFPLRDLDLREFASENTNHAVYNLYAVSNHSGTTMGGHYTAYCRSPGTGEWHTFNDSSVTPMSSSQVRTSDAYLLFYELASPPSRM
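Deubiquitinase activity read as fluorescence (485/531 nm) after Ub-CHOP2 cleavage activates the enterokinase reporter on its substrate; USP2 core 10nM, Ub-CHOP2 and substrate 25nM each, 30min compound preincubation then 60min RT; data normalized to NEM, curves fitted.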
Eya2 inh = qHTS Assay for Inhibitors of the Phosphatase Activity of Eya2. Protein phosphatase EYA2 (Homo sapiens), O00167. recombinant Eya2, OMFP fluorescence dephosphorylation (OMFP is methylfluorescein phosphate). Potency, µM (highest dose often 76.9 µM), without a hit: at the top dose activity, negative = inhibition, most hits filed as inhibitors. 0.006% of 330,000 active; further: potency means the concentration at half of the fitted maximal effect; on the % scale 0 is the no-effect control and ±100 the full control effect
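Eya2 protein (added as 0.2 uM solution) was preincubated with compound for 10 min at ambient temperature in 50 mM HEPES pH 7.5, 50 mM NaCl, 5 uM MgCl2, 0.05% BSA, 1 mM DTT. OMFP (added at 50 uM) then reacted 10 min; fluorescence read at 485/525 nm.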
TCR activator = Activators of T cell receptors: qHTS campaign; Potency, µM (titrated, usually from 9.22 µM), inactives show at the top dose activation of IL-2 secretion, usual class: activators; AID 504894, 2011; 330,000 tested, under 10 active; primary human leukocytes, anti-CD3, IL-2 HTRF, 48 h; further: % of control where 0% means no effect
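Using a-CD3 beads without co-stimulation, primary human leukocytes were exposed to compounds for 48 hr. An HTRF IL-2 kit measured the cytokine, with europium-to-d2 energy transfer producing emission at 665nm upon 320nm excitation.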
Starred values were filed as active, the others as inactive; ? = inconclusive; . = not tested or not shown; [ ] = another dose, or the depositor's remark. Unless noted, the call rests on the fitted dose curve; in most records, active means well fitted curve in the direction sought with a large enough effect; inconclusive means small, poorly fitted or top-dose-only effect, or another doubt; inactive means no such curve, though single readings can be large; an effect the other way counts as inactive or inconclusive.

SMILES	BCR signal inh	ELG1 repair inh	TSHR antagonist	TSG101-PTAP inh	uPA surface inh	B2AR arrestin	Mito fusion act	Tb PFK inh	USP2a inh	Eya2 inh	TCR activator
CCOc1ccccc1OCC(=O)N/N=C(\C)Cc1ccc(OC)cc1	?	-22%	9	-1%	-11%	-0.2%	-3%	-1%	-1%	8%	-4%[46.1 µM]
N#Cc1ccc(C(=O)NN2C(=O)NC3(CCCCC3)C2=O)cc1	7%	4%	14	1%	-4%	3.0%	8%	8%	0%	13%	-6%
CCN(CC)C(=O)CSc1ccccc1N	?	0%	29	-4%	-2%	0.0%	1%	-1%	-1%	-3%	-8%
COc1ccc(/C=N/Nc2nc3ccccc3c(=O)[nH]2)cc1	?	?	5	0%	2%	0.5%	1%	-1%	0%	-7%	1%
COc1cc(OC)cc(C(=O)NNC(=O)CN2C(=O)NC3(CCCC3)C2=O)c1	?	3%	1	0%	-1%	0.0%	-7%	-4%	2%	-24%	2%
COc1ccc(NC(=O)CCc2ccccc2)cc1S(=O)(=O)N1CCCCC1	1%	-18%	-3	-4%	0%	-0.1%	-4%	0%	-5%	3%	-4%
O=C1NC(=O)C(c2cccs2)(c2cccs2)N1	?	-3%	9	0%	-1%	0.2%	-8%	-1%	0%	-16%	0%
O=C(Nc1ccc(N2CCOCC2)c2nonc12)C1CCCC1	13%	?	-9	2%	0%	0.0%	3%	-1%	-2%	-18%	1%
CCOc1cc(-c2noc(CCC(=O)NCCc3ccccc3)n2)ccc1OC	-10%	-18%	-16	-8%	3%	-0.4%	-5%	5%	1%	-5%	2%
O=C(c1cncc(Br)c1)N1CCN(S(=O)(=O)c2ccccc2)CC1	9%	-5%	-2	1%	-2%	-0.6%	5%	2%	0%	-4%	-3%
Cc1nc2nc[nH]n2c(=O)c1NS(C)(=O)=O	21%	1%	2	-1%	6%	0.0%	1%	0%	5%	14%	4%
NC(=O)NN=C1C2CCCC1C(c1ccccc1)NC2c1ccccc1 (configuration not stated)	?	-3%	-2	-6%	5%	-0.1%	0%	1%	0%	0%	12%
Cc1cccc(NC(=O)c2ccc(NCC3CCCO3)c([N+](=O)[O-])c2)n1 (configuration not stated)	1%	?	-1	0%	0%	0.0%	1%	8%	3%	-2%	.
O=C(CSc1nccn(-c2ccc(Br)cc2)c1=O)NCc1ccccc1	2%	6%	2	-1%	1%	-0.1%	-7%	-8%	1%	10%	8%
CCC(C)(C)n1nnnc1C(c1ccc(C)cc1)N1CCN(Cc2cccnc2)CC1 (configuration not stated)	0%	-1%	-2	-4%	-6%	-0.5%	1%	0%	2%	3%	-2%
Cc1ccc(C(=O)C2=C(O)C(=O)N(Cc3cccnc3)C2c2ccc(N(C)C)cc2)o1 (configuration not stated)	5%	-10%	-2	-5%	2%	-0.3%	-5%	-2%	3%	10%	6%
COc1ccc(OC)c(NC(=S)NCc2ccc(S(N)(=O)=O)cc2)c1	-1%	2%	-7	0%	7%	0.0%	-1%	0%	-4%	-2%	.
CCCn1c(CNC(=O)Cc2ccccc2)nc2ccccc21	13%	-2%	6	-10%	2%	0.0%	-3%	-6%	2%	5%	.
COc1ccc(S(=O)(=O)N(CC(=O)NCc2ccncc2)c2cc(C)cc(C)c2)cc1OC	1%	0%	-7	-2%	-1%	-0.4%	-4%	0%	3%	21%	2%
CSc1nc(C)c(CCOCc2ccccc2)c(=O)[nH]1	-1%	15%	-3	-6%	-2%	-0.2%	-1%	-9%	1%	-15%	.
CCNc1c(NS(=O)(=O)c2ccc(OC)c(Cl)c2)c(=O)oc2ccccc12	?	-3%	-6	-4%	-13%	0.5%	-3%	11%	-2%	2%	-10%
COc1ccc(-c2ccc(-c3cc(=O)oc4c(C(C)C)ccc(C)c34)cc2)cc1	-1%	-12%	-5	1%	7%	-1.2%	.	1%	-1%	-6%	7%[46.1 µM]
CCC(C)(C)n1nnnc1C(C(C)C)N1CCN(C)CC1 (configuration not stated)	13%	11%	-5	0%	-2%	-4.4%	-4%	-6%	4%	25%	1%
COc1ccc(C2(O)CCN(C(=O)c3c(F)cccc3F)CC2)cc1	?	4%	-1	-5%	-6%	-0.2%	-2%	-3%	5%	-9%	-1%

A different layout for part of the listing above.
| mol | BCR signal inh | ELG1 repair inh | TSHR antagonist | TSG101-PTAP inh | uPA surface inh | B2AR arrestin | Mito fusion act | Tb PFK inh | USP2a inh | Eya2 inh | TCR activator |
| --- | --- | --- | --- | --- | --- | --- | --- | --- | --- | --- | --- |
| COc1ccc(NC(=O)CCc2ccccc2)cc1S(=O)(=O)N1CCCCC1 | 1% | -18% | -3 | -4% | 0% | -0.1% | -4% | 0% | -5% | 3% | -4% |
| Cc1ccc(C(=O)C2=C(O)C(=O)N(Cc3cccnc3)C2c2ccc(N(C)C)cc2)o1 (configuration not stated) | 5% | -10% | -2 | -5% | 2% | -0.3% | -5% | -2% | 3% | 10% | 6% |
| CSc1nc(C)c(CCOCc2ccccc2)c(=O)[nH]1 | -1% | 15% | -3 | -6% | -2% | -0.2% | -1% | -9% | 1% | -15% | . |

(listing goes on)
SMILES	BCR signal inh	ELG1 repair inh	TSHR antagonist	TSG101-PTAP inh	uPA surface inh	B2AR arrestin	Mito fusion act	Tb PFK inh	USP2a inh	Eya2 inh	TCR activator
CC(C)Cn1c(N)c(C(=O)CSc2nnc(C3CC3)n2C2CC2)c(=O)n(C)c1=O	-1%	0%	-15	-1%	-1%	-0.6%	1%	1%	0%	-21%	9%
CCOC(=O)N1CCN(C(=S)Nc2ccccc2C(C)C)CC1	-1%	-11%	-1	-1%	1%	-0.2%	1%	0%	0%	1%	-6%
Cc1ccc(NC(=O)Nc2cc(S(=O)(=O)N(C)C)ccc2C)cc1	2%	16%	1	-2%	-6%	-0.1%	14%	11%	1%	-12%	-4%
CCOC(=O)c1c(C)[nH]c(C(=O)COC(=O)COc2ccccc2C)c1C	2%	14%	17	-2%	7%	0.0%	5%	0%	-4%	-14%	-2%[46.1 µM]
CCOC(=O)c1cc(-c2ccccc2)nn1CCC#N	2%	?	20	-4%	-9%	0.3%	7%	0%	-1%	4%	8%
COC(=O)c1ccccc1NC(=O)CSc1nncn1C	0%	0%	1	-10%	-4%	0.0%	6%	2%	0%	13%	-1%
Cn1c(CC(=O)Nc2ccccc2)n[nH]c1=S	-20%	1%	26	4%	2%	-1.0%	0%	-2%	4%	-3%	-7%
CCn1c(C)cc(C(=O)CN2C(=O)c3ccccc3S2(=O)=O)c1C	-4%	?	-6	0%	-2%	-2.1%	11%	1%	0%	17%	-2%
NC(=O)CC(NC(=O)Cc1cccc2ccccc12)c1ccc(NCCc2cccc(F)c2)c([N+](=O)[O-])c1 (configuration not stated)	3%	24%	6	9%	11%	0.2%	-7%	4%	3%	4%	8%
CC(=O)NS(=O)(=O)c1ccc(NC(=O)CC23CC4CC(CC(Br)(C4)C2)C3)cc1	4%	4%	-5	-4%	3%	-1.1%	6%	-3%	0%	10%	4%

Source: PubChem (National Center for Advancing Translational Sciences (NCATS))
